Assay outcomes from PubChem BioAssay.
RNase H inhibition: RNase H inhibition, HIV 1 Gag Pol polyprotein, FRET biochemical assay, screening (AID 372) | one-dose inhibition, % at 10 µM; IC50 in µM for titrated hits | hit rate 0.77% among 100,000 | HIV-1 RT RNase H, FRET RNA/DNA substrate fluorescence; higher % means a stronger effect; in the data active = inhibition above about 50%
* marks the source's active call; other numbers are inactive results.

nr	Molecule	RNase H inhibition
1	COc1ccc(C2=C/C(=C\c3ccc([N+](=O)[O-])cc3)C(=O)O2)cc1	15%
2	O=c1c2c(n3cnnc3n1Cc1ccccc1)-c1ccccc1CC21CCCC1	3%
3	CCOC(=O)/C(C#N)=C/C1=Cc2c(OC)c3ccccc3n2C1=O	13%
4	COc1ccc(C2CC(=O)C3=C(C2)NC(C)=C(C(=O)OC(C)C)C3c2ccc(OC)cc2OC)cc1 (centres undefined)	0%
5	CCC(C(=O)Nc1ccc(OC)cc1OC)c1ccccc1 (centres undefined)	4%
6	Cc1ccc(C)c(NC(=O)c2cc(-c3ccco3)nc3ccccc23)c1	10%
7	COC(=O)c1ccc(C(F)(F)F)cc1O	9%
8	CCOC(=O)COc1c(Br)cc(/C=c2\sc3nc4ccccc4n3c2=O)cc1OC	17%
9	COc1ccc(C(=O)c2ccc(Cl)cc2Cl)cc1	15%
10	COc1ccc(N2C(=O)NC(=O)/C(=C/c3cn(CCOc4ccccc4OC)c4ccccc34)C2=O)cc1	19%
11	CC(C)c1nnc(NC(=O)CSc2nncn2C)s1	0%
12	COc1cc(-c2nc3ccccn3c2/N=C/c2cc(Br)cc(Br)c2O)ccc1O	10%
13	O=C1C(=O)N(Cc2cccnc2)C(c2ccc3c(c2)OCO3)/C1=C(\O)c1ccccc1 (centres undefined)	1%
14	OCc1nc2ccccc2n1CCOc1ccccc1	4%
15	Cc1cc([N+](=O)[O-])ccc1-c1ccc(C(=O)Nc2ccc(I)cc2Cl)o1	24%
16	CN1CCC(=NNC(=O)C(=O)NC2CCCCC2)CC1	7%
17	O=C(N/N=C/c1cccs1)C(=O)N1CCCCC1	5%
18	Cc1ccc(N2C(=O)C3ON(c4ccccc4)C(c4ccc(F)cc4)C3C2=O)cc1 (centres undefined)	2%
19	Cc1oc(NC(=O)C(F)(F)F)c(C#N)c1C	4%
20	C/C(=C\C(=O)c1ccccc1)Nc1cccc(Cl)c1Cl	0%
21	CC1=C(C(=O)OCC(C)C)C(c2cccc3ccccc23)C2=C(CC(c3ccccc3)CC2=O)N1 (centres undefined)	24%
22	CCC(=O)N/C(N)=N\c1nc(C)c2ccccc2n1	4%
23	COC(=O)c1ccccc1NC(=O)CN(c1ccccc1)S(=O)(=O)c1ccccc1[N+](=O)[O-]	0%
24	Cc1ccc(-c2cc(C(F)(F)F)n3nc(C(=O)N4CCN(C)CC4)cc3n2)cc1	9%
25	Cc1c(C(=O)Nc2ccc(OCc3ccccc3)cc2)cccc1[N+](=O)[O-]	8%

4 entries picked at random from the list so far, as already listed:
nr	Molecule	RNase H inhibition
3	CCOC(=O)/C(C#N)=C/C1=Cc2c(OC)c3ccccc3n2C1=O	13%
4	COc1ccc(C2CC(=O)C3=C(C2)NC(C)=C(C(=O)OC(C)C)C3c2ccc(OC)cc2OC)cc1 (centres undefined)	0%
2	O=c1c2c(n3cnnc3n1Cc1ccccc1)-c1ccccc1CC21CCCC1	3%
20	C/C(=C\C(=O)c1ccccc1)Nc1cccc(Cl)c1Cl	0%

(listing goes on)
nr	Molecule	RNase H inhibition
26	Cc1ccc(C(=O)N(C)Cc2ccccc2)cc1[N+](=O)[O-]	3%
27	Cc1ccc(O)c(/C=C2\Sc3ccccc3C2=O)c1	21%
28	O=C(Nc1ccc2nn(-c3ccc(F)cc3)nc2c1)c1cccc(Cl)c1Cl	18%
29	COc1cc(/C=C(\C#N)c2nc3ccc(C)cc3[nH]2)cc(Br)c1OCC#N	20%
30	COc1ccccc1CN1CCN(Cc2cc(OC)c(OC)c(OC)c2)CC1	10%
31	CCOc1ccccc1OCCOc1cccc(Oc2ccccc2)c1	26%
32	O=C(NCCc1ccccc1)C(=O)Nc1ccc(F)cc1	2%
33	Cc1cc(C=C2C(=O)NC(=S)NC2=O)c(C)n1-c1ccc(Br)cc1	29%
34	CS(=O)(=O)N(Cc1ccc(Cl)cc1)c1ccc(C(=O)NC2CCCC2)cc1	7%
35	COc1ccc(C(=O)NNC(=O)COc2ccc(C)cc2C)cc1	9%
36	Cc1cc(Cl)ccc1NC(=O)/C=C/c1cccc([N+](=O)[O-])c1	14%
37	O=C(N/N=C/c1ccccc1)C(=O)Nc1cccc(C(F)(F)F)c1	12%
38	COc1cc(NC(=O)c2cccc(OCc3ccccc3)c2)ccc1NC(=O)c1ccco1	26%
39	O=C(Nc1ccc(Cl)cc1Cl)c1ccc(I)cc1	0%
40	O=[N+]([O-])c1ccc(CSc2nnc(-c3ccncc3)n2-c2ccccc2)cc1	7%
41	Cc1ccc(N=Cc2ccc(C#N)cc2)cc1I	15%
42	Cc1cccc(Cn2cc(C=C3C(=O)NC(=O)NC3=O)c3ccccc32)c1	7%
43	CCOc1ccc(/C=C2\SC(=O)NC2=O)cc1OC	0%
44	O=C1NC(=O)N(CCc2ccccc2)C(=O)/C1=C/c1cnc(-c2ccccc2)nc1	5%
45	Oc1ccc2ccccc2c1C=Nc1ccc(-c2cc(-c3ccc(N=Cc4c(O)ccc5ccccc45)cc3)ncn2)cc1	19%
46	COc1ccccc1NS(=O)(=O)c1cc([N+](=O)[O-])ccc1Cl	17%
47	CCOC(=O)C1=C(C)N=c2s/c(=C\c3cc(C)n(-c4ccc(Cl)c(Cl)c4)c3C)c(=O)n2C1c1ccccc1Cl (centres undefined)	27%
48	Cc1cc(/C=N/NC(N)=O)c(C)n1-c1cccc(Cl)c1	24%
49	O=c1c2c(nc3cc(-c4cccc(Cl)c4)[nH]n13)CCS2	6%
50	Cc1ccc(NC(=S)NCCOc2ccccc2Cc2ccccc2)c(C)c1	22%
51	C=CCc1cccc(/C=N/NS(C)(=O)=O)c1O	8%
52	CN1C(=O)C(=Cc2ccc(O)c(Br)c2)C(=O)N(C)C1=S	16%
53	COc1ccc(CSc2nnc3c(n2)[nH]c2ccccc23)cc1	19%
54	COC(=O)c1c(NC(=O)c2cc(-c3ccc(C)cc3C)nc3ccccc23)sc2c1CCCCCC2	4%
55	CCC(=O)N1c2ccccc2NC2=C(C(=O)CC(C)(C)C2)C1c1cccc([N+](=O)[O-])c1 (centres undefined)	12%
56	CC(=O)N(c1ccc(Br)cc1)C1C2CC3CC(C2)CC1C3 (centres undefined)	8%
57	Cc1ccc(C(=O)Nc2ccccc2C(=O)NC2CCCCCC2)cc1	11%
58	C=CCN1C(=O)/C(=C\c2ccc(-c3ccc(Cl)c(Cl)c3)o2)SC1=S	6%
59	O=[N+]([O-])c1ccc(N=Nc2nc(-c3ccccc3)c(-c3ccccc3)[nH]2)cc1	0%
60	COc1cccc(C(=O)NCCOc2cc(C)cc(C)c2)c1	5%
61	Cc1ccc(C(=O)NC(=S)Nc2ccc(Cl)cc2Cl)cc1C	19%
62	COc1cc(C=O)ccc1OCCCOc1ccc(Cl)cc1Cl	43%
63	Cc1csc(NC(=O)/C=C/c2cccc([N+](=O)[O-])c2)n1	0%
64	Oc1[nH]c2ccccc2c1C=Nc1ccc(F)c(Cl)c1	1%
65	COc1ccc(CCNC(=O)CC(=O)N/N=C/c2ccc3c(c2)OCO3)cc1OC	7%
66	CCc1ccc(OCc2nnc(NC(=O)Nc3ccc(Cl)c(Cl)c3)s2)cc1	30%
67	CCN(CC)/C(=C/C(=O)c1cccc([N+](=O)[O-])c1)c1ccccc1	31%
68	O=C1CCCC/C1=C\Nc1ccccc1NS(=O)(=O)c1ccc([N+](=O)[O-])cc1	2%
69	CCN(C(=O)c1cc(OC)c(OC)cc1[N+](=O)[O-])c1ccccc1	19%
70	CC(=O)Nc1ccc(C(=O)Nc2ccc(F)c([N+](=O)[O-])c2)cc1	16%
71	COc1cc([N+](=O)[O-])ccc1-c1ccc(/C=C2\C(=O)NC(=O)N(c3ccc(Br)cc3)C2=O)o1	24%
72	Cc1cc(Br)c2[nH]c(O)c(N=Nc3ccc([N+](=O)[O-])cc3[N+](=O)[O-])c2c1	21%
73	O=C1CS/C(=N/N=C/c2ccc(-c3ccc([N+](=O)[O-])cc3)o2)N1	6%
74	CCn1c(O)c(N=NC(=O)c2cccc([N+](=O)[O-])c2)c2ccccc21	12%
75	NC(=O)c1ccccc1NC(=O)CCCCC(=O)Nc1ccccc1C(N)=O	0%

The last six entries of the section above are carried over, then new ones follow:
nr	Molecule	RNase H inhibition
70	CC(=O)Nc1ccc(C(=O)Nc2ccc(F)c([N+](=O)[O-])c2)cc1	16%
71	COc1cc([N+](=O)[O-])ccc1-c1ccc(/C=C2\C(=O)NC(=O)N(c3ccc(Br)cc3)C2=O)o1	24%
72	Cc1cc(Br)c2[nH]c(O)c(N=Nc3ccc([N+](=O)[O-])cc3[N+](=O)[O-])c2c1	21%
73	O=C1CS/C(=N/N=C/c2ccc(-c3ccc([N+](=O)[O-])cc3)o2)N1	6%
74	CCn1c(O)c(N=NC(=O)c2cccc([N+](=O)[O-])c2)c2ccccc21	12%
75	NC(=O)c1ccccc1NC(=O)CCCCC(=O)Nc1ccccc1C(N)=O	0%
76	CN(Cc1ccccc1)Cc1c[nH]c2ccccc12	7%
77	O=C(CCc1ccccc1)Nc1ccccc1F	3%
78	CCOC(=O)c1sc(C)c(C#N)c1N	4%
79	COc1ccccc1OCCOc1cc(C(C)C)ccc1C	34%
80	O=C(O)c1cccc2c1NC(c1ccc(Br)cc1)C1CC=CC21 (centres undefined)	12%
81	COc1ccc(OC)c(N2C(=O)CC(Cc3cc(C)cc(C)c3)C2=O)c1 (centres undefined)	10%
82	CCOc1cc(/C=C2/SC(=S)N(C)C2=O)cc(Br)c1OCc1ccccc1Cl	0%
83	O=C(CCc1ccccc1)N1N=C(c2cccc([N+](=O)[O-])c2)CC1(O)C(F)(F)F (centres undefined)	33%
84	CCOC(=O)c1ccccc1NC(=O)Cc1cccs1	1%
85	O=C(COc1ccccc1[N+](=O)[O-])Nc1ccc(O)c(-c2nc3ccccc3s2)c1	20%
86	COc1ccc(NC(=O)C2=C(C)NC(=O)NC2c2cc(OC)ccc2OC)cc1 (centres undefined)	3%
87	COc1cc(/C=C/c2ccc([N+](=O)[O-])cc2[N+](=O)[O-])ccc1O	33%
88	COc1ccc([N+](=O)[O-])cc1NS(=O)(=O)c1c(C)cc(C)cc1C	31%
89	CC1=NN(c2ccc(C(=O)O)cc2)C(=O)/C1=C\c1cccs1	10%
90	Clc1ccc(-c2ccc(/C=N/Nc3nc4ccccc4s3)o2)cc1	15%
91	O=C(Nc1cccc(Br)c1)C(=O)NC1CCCCC1	15%
92	CCCc1c(-c2ccccc2)nc2sc3c(c2c1N)CCCC3	0%
93	COc1ccc(C(=O)Nc2cccc(C)n2)cc1OC	8%
94	Cc1ccc2c(c1)NC(c1ccc(F)cc1)C1=C(CC(c3ccccc3)CC1=O)N2 (centres undefined)	26%
95	COC(=O)c1ccc(/C=C/C(=O)c2cccc([N+](=O)[O-])c2)cc1	22%
96	CCN(CC)CCOC(=O)c1ccc(NC(=O)COc2ccc(Cl)cc2Cl)cc1	29%
97	CCOC(=O)c1c(NC(=O)c2ccc(OC)cc2)sc(C(C)=O)c1C	6%
98	NC(=O)c1ccccc1N=Cc1c(O)ccc2ccccc12	10%
99	CCCCc1nnc(NC(=O)CN2C(=O)/C(=C/c3ccccc3Cl)SC2=S)s1	20%
100	O=C(c1ccc(C(=O)N2CCc3ccccc32)cc1)N1CCc2ccccc21	16%
101	Clc1cccc(N2CCN(CC3CCCCC3)CC2)c1	9%
102	O=C1CC(Cc2ccc(Cl)cc2)C(=O)N1C1CCCCC1 (centres undefined)	14%
103	O=C(Nc1ccccn1)c1ccc2c(c1)OCO2	0%
104	CCOc1ccc(C=Nc2ccc(C)c(I)c2)cc1	0%
105	COC(=O)c1c(N)ncn1-c1ccccc1	3%
106	CC(C)c1ccccc1OCCCCNC(C)(C)C	8%
107	CCSc1nnc(-c2ccc([N+](=O)[O-])cc2)n1-c1ccccc1	16%
108	CN(C)CCN1C(=O)C(=O)/C(=C(/O)c2ccccc2)C1c1ccc(N(C)C)cc1 (centres undefined)	0%
109	C/C(=C\C(=O)c1ccc(Cl)cc1)Nc1ccc(Br)c(Cl)c1	4%
110	CCN(Cc1ccccc1)C(=O)Cc1ccc(Cl)cc1	7%
111	COC(=O)c1c(NC(=O)c2c(C)c(-c3ccc(Cl)cc3Cl)nc3ccccc23)sc2c1CCCCC2	33%
112	CCCCCNS(=O)(=O)c1ccc(Br)cc1	0%
113	COc1ccc(/C=C2/C(=O)N(c3ccccc3)N=C2c2ccccc2)c(OC)c1	15%
114	CC1C(c2ccccc2)NC(c2ccccc2)C(C)C1O (centres undefined)	7%
115	CN(c1ccc(C(=O)Nc2cccnc2)cc1)S(=O)(=O)c1ccccc1	47%
116	CN(C)CCNC(=O)COc1cccc2ccccc12	6%
117	CC(C)c1ccc(OCCOc2ncnc3ccccc23)cc1	7%
118	COc1ccc(OC)c(-c2nc3c(c(-c4ccccc4)nn3-c3ccccc3)c3cc(OC)c(OC)cc23)c1	28%
119	COc1ccc(/C=C2/C(=O)NC(=S)N(c3ccccc3)C2=O)c2ccccc12	18%
120	CCOCCOC(=O)c1ccc(NC(=O)COc2ccc([N+](=O)[O-])cc2)cc1	0%
121	CCOC(=O)CSc1nnc(-c2ccncc2)n1-c1ccccc1	21%
122	COc1cccc(NC(=O)C(C)Oc2ccc(Cl)cc2Cl)c1 (centres undefined)	18%
123	COc1cc(/C=N/Nc2nc(N3CCOCC3)nc(N3CCOCC3)n2)cc(OC)c1	5%
124	Cc1ccc(Br)cc1S(=O)(=O)N1CCN(Cc2ccccc2)CC1	6%
125	COc1ccc(/C=C2\C(=O)NC(=S)N(c3cccc(Br)c3)C2=O)cc1[N+](=O)[O-]	3%

(list continues)
nr	Molecule	RNase H inhibition
126	O=[N+]([O-])c1cc2c3c(c1)C1C=CCC1C(c1ccccc1)N3CC1CC=CC21 (centres undefined)	6%
127	Cc1ccc(Br)cc1-n1c(=O)c2cc3c(=O)n(-c4cc(Br)ccc4C)c(=O)c3cc2c1=O	0%
128	Cc1nnc2nc(-c3cccc(Cl)c3Cl)[nH]n12	6%
129	COc1cccc(N=Cc2c(O)c(C(=O)Nc3ccccc3OC)cc3ccccc23)c1	17%
130	COc1ccc(NC(=O)CCc2ccccc2)cc1	10%
131	COc1ccc(N(CC(=O)NN=C2CCCCCCCCCCC2)S(=O)(=O)c2ccc(C)c([N+](=O)[O-])c2)cc1	16%
132	Cc1cccc(CC2S/C(=N/N=C/c3ccccc3C)NC2=O)c1 (centres undefined)	9%
133	Cc1ccc(C(=O)Nc2cccc(Cl)c2)o1	13%

These rows are one share of the data; count on the stated rates, not on these rows.
